# FLuc counter = qHTS profiling assay for firefly luciferase inhibitor/activator using purifed enzyme and Km concentrations of substrates (counterscreen for miR-21 project) | Luciferin 4-monooxygenase (Photinus pyralis), P08659 | Potency, µM (doses to about 57.5 µM), for inactives: top-dose activity change, negative = inhibition, actives largely listed as inhibitors | purified FLuc, Km substrates, luminescence inhibition | AID 588342, 2011 | 360,000 tested, 6.9% active; active = well fitted inhibition curve with a large enough effect; inconclusive = small, poorly fitted or top-dose-only effect;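 note: plate controls were vehicle for no effect and reference inhibitor for full effect; nearly all actives have a fitted effect of over 55% in size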
# Target sequence (P08659 whole entry, looked up): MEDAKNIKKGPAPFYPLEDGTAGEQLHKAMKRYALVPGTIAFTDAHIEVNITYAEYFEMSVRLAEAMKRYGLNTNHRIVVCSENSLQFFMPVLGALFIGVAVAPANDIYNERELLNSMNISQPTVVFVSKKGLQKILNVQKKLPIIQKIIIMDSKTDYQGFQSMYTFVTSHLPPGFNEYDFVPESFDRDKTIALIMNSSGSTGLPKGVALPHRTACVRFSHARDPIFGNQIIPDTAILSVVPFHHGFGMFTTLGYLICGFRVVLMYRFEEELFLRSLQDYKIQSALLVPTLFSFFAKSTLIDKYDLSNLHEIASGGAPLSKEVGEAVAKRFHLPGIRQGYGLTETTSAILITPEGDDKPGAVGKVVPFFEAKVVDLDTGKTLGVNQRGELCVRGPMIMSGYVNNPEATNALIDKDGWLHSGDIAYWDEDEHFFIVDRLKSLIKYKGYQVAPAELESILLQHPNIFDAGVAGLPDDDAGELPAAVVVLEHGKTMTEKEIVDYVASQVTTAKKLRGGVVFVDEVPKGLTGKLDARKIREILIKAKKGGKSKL
#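 Biochemical qHTS of compounds, final roughly 60 µM downward over six points, against 10 nM purified firefly luciferase using Km concentrations of substrates (10 uM D-luciferin, 10 uM ATP) in Tris acetate pH 7.5 buffer; luminescence output.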
# * = called active by the depositor; ? = inconclusive; [ ] = remark or other dose. Potency is the fitted concentration of half-maximal effect. These rows are one share of the data; count on the stated rates, not on these rows.
SMILES,FLuc counter
COC(=O)CN1C(=O)CSc2ccc(S(=O)(=O)Nc3ccc(C)c(Cl)c3)cc21,?
COc1ccccc1CNC(=O)C1CCCN(S(=O)(=O)c2ccc3c(c2)oc(=O)n3C)C1 (centres undefined),-1%
CCOC(=O)c1ccc(NC(=O)CSc2ccc(-c3sc(C)nc3C)nn2)cc1,-11%
COc1ccc(-c2noc(CSc3nnc(Cc4ccccc4)n3-c3ccc(F)cc3)n2)cc1,-4%
Cc1cccc(CC(=O)NCCc2sc3nc(-c4ccc(F)cc4)nn3c2C)c1,-13%
Cc1cc(Br)cc(C)c1NC(=O)c1sc2ncn(Cc3cccc(F)c3)c(=O)c2c1C,0%
CCS(=O)(=O)c1cccc(C(=O)Nc2ccc(-c3nc4ccccc4s3)c(O)c2)c1,5%
CCc1ccccc1NC(=O)CN(c1ccccc1)S(=O)(=O)c1ccsc1C(=O)OC,-5%
Cc1cccc(OCCn2c(-c3ccc(Cl)cc3)nc3ccccc3c2=O)c1,-5%
CCOC(=O)c1ccc(NC(=O)c2nc(SCc3ccccc3F)ncc2Cl)cc1,-9%
O=C(CSc1ncc2c(n1)-c1ccccc1N(Cc1ccc(F)cc1)S2(=O)=O)NCCc1ccccc1,3%
CCOC(=O)c1c(C)oc2c(Cl)cc(NS(=O)(=O)c3ccc(Cl)c(C)c3)cc12,?
COc1cccc(CSc2nc(-c3ccccc3OC)nc3c2Cc2c(CO)cnc(C)c2O3)c1,4%
COc1ccc(C(=O)Nc2cc(C(C)C)c(O)c(S(=O)(=O)c3ccc(OC)cc3)c2C)cc1,?
Cc1ccc(-n2nc(C)c3c(C)cc(=O)n(CC(=O)NC(C)c4ccccc4)c32)cc1 (centres undefined),-1%
Cn1cc(-c2cc3n(n2)CCC(=O)N3CCCC(=O)Nc2ccccc2Cl)c2ccccc21,-1%
CC(=O)Nc1cc(C(=O)NCc2ccc(C)cc2)ccc1S(=O)(=O)c1ccc(Cl)cc1,-1%
CCOC(=O)c1c(C)n(-c2ccccc2)c2ccc(OC(=O)c3cccc(Cl)c3)cc12,1%
O=C(COc1ccc(F)cc1)Nc1ccccc1C(=O)OCc1cc(=O)n2ccsc2n1,?
O=C(NCCN1CCCCC1)c1ccc(Cn2c(SCc3ccc(F)cc3)nc3cccnc32)cc1,8.5µM*
COc1ccc(-c2nn(-c3ccc(F)cc3)c3c2cnc2ccc(F)cc23)cc1OC,-3%
COc1ccc(-n2cc(-c3ccccc3)c3c(Nc4ccc(OC)c(OC)c4)ncnc32)cc1,3%
Fc1cccc(-c2nc(-c3ccncc3)no2)c1,?
CCCCC1CCC(C(=O)N2CC(=O)Nc3ccc(C)cc3C2c2ccc(F)cc2)CC1 (centres undefined),-7%
COc1cccc(CSc2nc(-c3ccccc3F)nc3c2Cc2c(CO)cnc(C)c2O3)c1,-2%
Cc1ccc2nc(N3CCN(c4ccccc4F)CC3)c3nnnn3c2c1,-7%
O=S(=O)(c1ccc2nc(N3CCN(c4cccc(Cl)c4)CC3)ccc2c1)N1CCCCC1,1%
CCOC(=O)c1c(-c2ccccc2)csc1NC(=O)c1cc(-c2ccc(Br)cc2)on1,-13%
CCCc1ccc(OC(C)c2nc(-c3ccc(-n4cccc4)cc3)no2)cc1 (centres undefined),-6%
Cc1c(Cl)cccc1NC(=O)C1CCCN(c2nnc(-n3c(C)ccc3C)s2)C1 (centres undefined),5%
COc1ccc(NC(=O)Nc2ccccc2OCc2cc(=O)n3ccccc3n2)c(OC)c1,?
COCCNC(=O)c1ccc2c(c1)N(Cc1ccc(C(F)(F)F)cc1)C(=O)c1ccccc1S2,-3%
Cc1ccccc1NC(=O)C(=O)NCC1(c2ccccc2)CCCC1,2%
CCc1nn2c(=O)cc(COC(=O)c3ccc(NC(=O)C4CCCCC4)cc3)nc2s1,0%
COc1cccc(CNc2nccn(-c3cc(C)cc(C)c3)c2=O)c1,1%
Cc1ccc(N(Cc2cccs2)C(=O)c2ccc(OC(C)C)cc2)cc1,-17%
CCOc1ccccc1NC(=O)Cn1c(=O)n(CCCC(=O)NCCOC)c(=O)c2cc(OC)c(OC)cc21,-3%
Cc1cccc(OCC(=O)Nc2ccc(S(=O)(=O)N(Cc3ccccc3)c3ccccc3)cc2)c1,0%
Cc1ccc(C)c(NC(=O)C2CCCN(S(=O)(=O)c3cn(C)cn3)C2)c1 (centres undefined),0%
CC1CCN(c2nc3ccccc3nc2C(F)(F)F)CC1,1%
COc1cccc(NC(=O)c2ccc(-c3nc(COc4ccccc4)c(C)o3)cc2)c1,0%
CCOc1ccccc1NC(=O)c1c(NC(=O)COc2ccccc2)sc2c1CCCC2,-2%
Cc1ccc(Cl)cc1N1CCN(c2nc3ccccc3c3nc(-c4cccnc4)nn23)CC1,-5%
CCc1ccc(NC(=O)Cn2c(=O)n(-c3cc(OC)c(OC)c(OC)c3)c(=O)c3ccccc32)cc1,0%
CCN(C(=O)c1ccc2c(=O)n3c(nc2c1)CCCCC3)c1cc(C)ccc1C,-2%
CC(=O)c1sc2c(c1C)c(=O)n(-c1ccc(Cl)cc1)c(=O)n2Cc1ccc(Cl)cc1,1%
COc1cccc(C(=O)N(Cc2ccco2)c2ccccn2)c1,-7%
Cc1c(NC(=O)c2ccccc2)cc(C(C)C)c(O)c1S(=O)(=O)c1ccc(Cl)cc1,-19%
CCC1CCCCN1CCCNC(=O)c1ccc2c(c1)sc1nc(-c3ccc(F)cc3)cn12 (centres undefined),-6%
Cc1ccccc1Nc1c(-c2ccccc2O)nc2sccn12,1%

# Some of the entries so far, as labelled records.
CC(=O)c1sc2c(c1C)c(=O)n(-c1ccc(Cl)cc1)c(=O)n2Cc1ccc(Cl)cc1
  FLuc counter: 1%
COc1cccc(C(=O)N(Cc2ccco2)c2ccccn2)c1
  FLuc counter: -7%
Cc1c(NC(=O)c2ccccc2)cc(C(C)C)c(O)c1S(=O)(=O)c1ccc(Cl)cc1
  FLuc counter: -19%
CCC1CCCCN1CCCNC(=O)c1ccc2c(c1)sc1nc(-c3ccc(F)cc3)cn12 (centres undefined)
  FLuc counter: -6%

# Additional records follow.
SMILES,FLuc counter
COc1ccccc1NC(=O)CSC1=Nc2ccccc2C2=NC(CCC(=O)NCCc3ccccc3)C(=O)N12 (centres undefined),1%
CCS(=O)(=O)c1nc(S(=O)(=O)c2ccc(Cl)cc2)c(NCc2ccc(Cl)cc2)s1,-1%
COc1ccccc1Cn1c(CNS(=O)(=O)c2c(C)cc(C)cc2C)nc2cccnc21,-3%
CCCOc1ccccc1C1C(C(=O)Nc2ccccc2)=C(C)Nc2nnnn21 (centres undefined),-4%
CCOc1ccc(NC(=O)c2sc3nc4c(c(-c5ccccc5)c3c2N)C(=O)CC(C)(C)C4)cc1,0%
COc1ccc(NC(=O)CSc2nc(-c3cccs3)cc(C(F)(F)F)n2)cc1OC,-1%
O=C(Nc1nc2n(n1)C(c1ccc(F)cc1)C=C(c1ccccc1)N2)c1ccc(Cl)cc1 (centres undefined),3%
COc1ccc(CCNC(=O)CCc2c(C)nc3c(c(C)nn3-c3ccc(C)c(C)c3)c2C)cc1OC,-1%
Cc1ccc(NC(=O)c2oc3ccc(S(=O)(=O)N4CCCCC4)cc3c2C)cc1C,5%
O=C(c1ccco1)n1nc(-c2ccc(Cl)cc2)nc1NCc1ccc(F)cc1,-1%
Cc1ccc(-n2c(=O)c3ccc(C(=O)NCc4ccco4)cc3n(Cc3ccc(Cl)cc3)c2=O)cc1,-3%
COc1ccc(N2C(=O)C(CC(=O)Nc3ccc(F)cc3)N(Cc3ccc4c(c3)OCO4)C2=O)cc1 (centres undefined),-12%
COc1ccccc1N1CCN(CC(O)COc2cc(C)cc(C)c2)CC1 (centres undefined),-8%
CNc1oc(-c2ccc(COc3ccc(C)cc3)o2)nc1C#N,4%
CC(C)Oc1cccc(C2CC(=O)Nc3cc4c(cc32)OCO4)c1 (centres undefined),-1%
CCCCCSc1nnc2c(n1)OC(c1ccc(C)s1)N(C(C)=O)c1ccccc1-2 (centres undefined),3%
COCCCNC(=O)Cn1c(=O)n(-c2cccc(C)c2)c(=O)c2c1c1cc(C)ccc1n2C,-2%
Cc1oc(-c2cccc(Cl)c2)nc1CSCC(=O)NCc1ccccc1Cl,?
O=C(NCc1ccccc1Cl)c1cc2cccc3c2n1CCS3,-14%
O=C(Cn1nc(Cc2ccncc2)c2ccccc2c1=O)Nc1cccc(C(F)(F)F)c1,5%

# Copied from the list.
# FLuc counter result of Cc1cc(Br)cc(C)c1NC(=O)c1sc2ncn(Cc3cccc(F)c3)c(=O)c2c1C : 0%
# FLuc counter result of COc1cccc(C(=O)N(Cc2ccco2)c2ccccn2)c1 : -7%

# Quoted from above, six compounds:
SMILES,FLuc counter
CC(C)Oc1cccc(C2CC(=O)Nc3cc4c(cc32)OCO4)c1 (centres undefined),-1%
CCCCCSc1nnc2c(n1)OC(c1ccc(C)s1)N(C(C)=O)c1ccccc1-2 (centres undefined),3%
COCCCNC(=O)Cn1c(=O)n(-c2cccc(C)c2)c(=O)c2c1c1cc(C)ccc1n2C,-2%
Cc1oc(-c2cccc(Cl)c2)nc1CSCC(=O)NCc1ccccc1Cl,?
O=C(NCc1ccccc1Cl)c1cc2cccc3c2n1CCS3,-14%
O=C(Cn1nc(Cc2ccncc2)c2ccccc2c1=O)Nc1cccc(C(F)(F)F)c1,5%

# (list continues)
SMILES,FLuc counter
COc1ccccc1NC(=O)c1sc(-c2ccc(Cl)cc2)cc1N,-16%
Cc1[nH]c2ccccc2c1C1(O)C(=O)N(Cc2ccccc2)c2ccc(Br)cc21 (centres undefined),-9%
CCOc1ccc(-c2nonc2NC(=O)COc2c(C)cc(C)cc2C)cc1OCC,-5%
COc1ccc(Cl)cc1NC(=O)C(C)n1c(=O)cc(C(F)(F)F)c2c(C)nn(C)c21 (centres undefined),-8%
CCCc1c(C)c2ccc(O)c(CN3CCN(c4ccc(F)cc4)CC3)c2oc1=O,0%
CCOc1cc(CNC(=O)c2cc(-c3ccccc3)n[nH]2)cc(OCC)c1OCC,-16%
Cc1ccc(NC(=O)c2cccc(N3CCCS3(=O)=O)c2)cc1C,19µM*
CCOc1ccc2nc(N3CCCC(C(=O)Nc4ccc(CC)cc4)C3)sc2c1 (centres undefined),?
COc1cc(Cl)c(C)cc1NC(=O)c1c(C)oc2nc(C)nc(N3CCCC3)c12,60%[activator]
CCOc1ccc(CCNC(=O)c2cc3c(=O)n(CC)c4ccccc4c3s2)cc1OCC,-8%
Cc1c(C)n(Cc2ccc(Cl)cc2)c2ccc(C(=O)N3CCN(c4ccccc4F)CC3)cc12,-6%
COCCNC(=O)CSc1nc2cc3c(cc2c(=O)n1CCCCCC(=O)NCc1ccc(OC)cc1)OCO3,-2%
Cc1cccc(CSc2nc3ccncc3n2Cc2ccc(C(=O)O)cc2)c1,?
COc1ccc(NC(=O)CSc2oc(-c3ccco3)nc2S(=O)(=O)c2ccc(C)cc2)c(OC)c1,4%
COC(=O)c1ccccc1NC(=O)c1cnc2c(-c3cccc(C)c3)c(C)nn2c1C,0%
CC1(C)CC(=O)c2cc(C(=O)Nc3ccc(Br)cc3)c(=O)[nH]c2C1,-6%
CNS(=O)(=O)c1cn(CC(=O)Nc2cccc(OC)c2)cc1S(=O)(=O)NC,-5%
CCOc1ccccc1-c1nc(-c2ccc(-c3ccccc3)nc2OCC)no1,0%
COC(=O)c1ccc(NC(=O)c2cc3cc(C)ccc3n2C)cc1,-9%
COc1ccc(CCNC(=O)c2cnc3sc(N4CCOCC4)nn3c2=O)cc1OC,1%
CCc1ccc(C(=O)c2cn(CC(=O)Nc3ccc4c(c3)OCO4)c3ccc(F)cc3c2=O)cc1,-5%
Cc1ccc(-c2cc(C(=O)Oc3ccc(C#N)cc3)no2)cc1C,?
CCn1c(=O)c(C(=O)Nc2cc(OC)c(OC)c(OC)c2)nc2ccccc21,1%
CCCCCOc1ccc(Cn2c(=O)oc3ccccc32)cc1,-1%
COc1ccc(-n2c(SCC(=O)NCc3ccccc3)nc3ccsc3c2=O)cc1,-5%
Cc1ccc(Cl)cc1NC(=O)Nc1cccc(OCc2cc(=O)n3ccccc3n2)c1,-7%
CN(C)c1ccc(C(CNS(=O)(=O)c2ccc(F)cc2F)N2CCOCC2)cc1 (centres undefined),0%
Cc1c(Cl)cccc1NC(=O)c1cc2sccc2n1Cc1ccc(F)cc1,3%
CCCCSCCCNC(=O)C1CCN(Cc2nc(-c3cccc(Br)c3)oc2C)CC1,?
O=C(CN1C(=O)COc2ccc(S(=O)(=O)N3CCOCC3)cc21)Nc1ccc(F)c(Cl)c1,-9%
Cc1cc(NC(=O)Nc2nnc(N(C)Cc3ccccc3)s2)ccc1Br,-12%
Cc1cc(Cl)ccc1NC(=O)Cn1nnc2sc(-c3ccccc3)cc2c1=O,-1%
Cc1nn(-c2ccc(N3CCCCC3)nn2)c(C)c1CCC(=O)NCc1ccc(F)cc1,?
CCCCC(CC)CNC(=O)Cc1ccc(-n2c(=O)[nH]c3ccccc3c2=O)cc1 (centres undefined),?
O=C(COCc1cc(-c2ccc3c(c2)OCO3)on1)NCc1ccc(F)cc1,1%
CCCCNC(=O)c1cccc(-n2cnc3cccnc32)c1C,1%
CCOC(=O)c1ccc(NC(=O)CCc2c(C)nc3nc[nH]n3c2=O)cc1,27µM*
CCC(C)NC(=O)CSc1nc2c(sc3ccccc32)c(=O)n1CCc1ccccc1 (centres undefined),-2%
COc1ccc(-c2noc(N3CCC(C(=O)Nc4ccc(F)cc4Cl)CC3)n2)cc1,-16%
Cc1ccc(-n2ncc(C(=O)NCCN3CCN(C)CC3)c2C2CCN(C(=O)OC(C)(C)C)CC2)cc1C,-2%
CCCCN(CCCC)S(=O)(=O)c1ccc(NC(=O)c2c(-c3ccccc3)noc2C)cc1,-5%
CCOC(=O)c1oc2c(c1C)-c1nn(Cc3ccccc3Cl)cc1CC2,-10%

# High-throughput results from PubChem BioAssay.
